Tb PFK inh: blocks T. brucei phosphofructokinase | O15648 | T. brucei PFK, ADP-Glo luminescence | Potency, µM (top dose mostly 57.5 µM), for inactives: top-dose activity, negative = inhibition, most hits filed as inhibitors | actives 0.17% (n = 330,000) | AID 485367;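 note: potency is the fitted concentration of half-maximal effect; 0% = uninhibited 1x PFK enzyme wells and -100% = no-enzyme wells; nearly all actives have a fitted effect of over 60% in size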
Target sequence (O15648 whole entry, looked up): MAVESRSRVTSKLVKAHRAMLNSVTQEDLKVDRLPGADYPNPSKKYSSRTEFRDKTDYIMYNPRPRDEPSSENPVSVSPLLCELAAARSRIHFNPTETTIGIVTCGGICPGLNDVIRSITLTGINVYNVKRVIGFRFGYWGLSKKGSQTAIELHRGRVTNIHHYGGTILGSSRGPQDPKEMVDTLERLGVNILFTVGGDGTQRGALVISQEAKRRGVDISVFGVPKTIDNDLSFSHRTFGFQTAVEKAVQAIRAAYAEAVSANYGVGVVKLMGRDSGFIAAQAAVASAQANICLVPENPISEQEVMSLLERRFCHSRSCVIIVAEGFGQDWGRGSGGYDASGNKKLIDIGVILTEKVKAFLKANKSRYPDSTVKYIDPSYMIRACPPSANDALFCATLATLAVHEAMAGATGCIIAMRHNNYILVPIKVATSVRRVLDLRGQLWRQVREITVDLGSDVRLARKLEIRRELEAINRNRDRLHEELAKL
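1.25 nM PFK with 0.5 mM F6P and 0.1 mM ATP in 0.1 M TEA pH 8.0, 5 mM MgCl2, incubated 45 min at room temperature; ADP measured by ADP-Glo luminescence; compounds titrated up to 57 uM.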
a7 integrin act: activates integrin-mediated alleviation for muscular dystrophy; Potency, µM (titrated, usually from 38.3 µM), for inactives: at the top dose activation, hits mostly activators; actives 0.064% (n = 350,000); alpha7betagal myoblasts, beta-gal FDG fluorescence, 48 h;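 note: potency is the fitted concentration of half-maximal effect; 100% = response of the positive control SU9516; nearly all actives have a fitted effect of over 60% in size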
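alpha7betagal+/- myoblasts (passage 13, 250/well) treated 48 h at 37C with compounds at 1:260 dilution of DMSO stock. Lysed, then beta-galactosidase activity read as FDG fluorescence (ex 480/em 540) after 30 min, with pre-read for autofluorescence.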
ELG1 repair inh: ELG1-dependent DNA repair inhibition. HEK293T ELG1-luciferase reporter, luminescence, 16 h; DNA damage induced by 5-fluorouridine. Potency, µM (highest dose often 46.1 µM), without a hit: at the top dose activity change, negative = inhibition, hits mostly inhibitors. actives 2.3% (n = 330,000). AID 504467; note: potency is the fitted concentration of half-maximal effect; % is set by controls: 0 for no effect and ±100 for the full control effect; nearly all actives have a fitted effect of over 55% in size
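DMSO vehicle served as the neutral condition. Each well held 2,000 cells given 5-fluorouridine plus compound; after 16 hr at 37 °C/5% CO2, ONE-Glo was added and luciferase measured 30 min later.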
Chronic BCR inh: blocks chronic active B-cell receptor signaling | ABC-DLBCL IkBa-CBG/CBR reporter, luminescence ratio, 4 h | Potency, µM (highest dose often 46.1 µM), without a hit: top-dose ratio change, negative = lower green/red ratio, most hits filed as inhibitors | actives 0.05% (n = 340,000) | AID 493014; active = well fitted inhibition curve with a large enough effect in the signal ratio, with a control signal flat, not every such curve was filed as active; inconclusive = small, poorly fitted or top-dose-only effect, or effect the other way, or a change in a side signal; the % refers to the signal ratio;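 note: potency is the fitted concentration of half-maximal effect; plate controls were basal doxycycline-induced cells for no effect and cells given 10 µM MG132 for full effect; MG132 reads +100%, hits lower the ratio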
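Compounds up to 46 uM were incubated four hours with TMD8 cells whose green CBG68 luciferase is fused to IkappaBalpha; red CBR luminescence normalised the signal, and concentration-effect curves were fitted to fusion, red and ratio data.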
TSHR antag: human thyrotropin receptor antagonism; P16473; TSHR-expressing cells, TSH-stimulated cAMP HTRF, 2 h; stronger effect = lower value; activity change, negative = inhibition, % at 11.5 µM; actives 0.2% (n = 330,000); AID 504810;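 active = activity change below a set negative limit, meaning inhibition stronger than a set level, cut at about -70% in these data; inconclusive = activity change between two set negative limits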; note: % is set by controls: 0 for no effect and ±100 for the full control effect
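Competitive HTRF cAMP read-out (cryptate anti-cAMP antibody, cAMP-d2; 30 min, room temperature) in freshly harvested TSHR cells. Compounds added before TSH at EC80 (4nM final), followed by 2 hours' incubation at 37 deg C.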
Eya2 inh: blocks the phosphatase activity of human Eya2. recombinant Eya2, OMFP fluorescence dephosphorylation (OMFP is methylfluorescein phosphate). Potency, µM (doses to about 76.9 µM), for inactives: at the top dose activity, negative = inhibition, usual class: inhibitors. actives 0.006% (n = 330,000). O00167; note: potency is the fitted concentration of half-maximal effect; % is set by controls: 0 for no effect and ±100 for the full control effect
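Eya2 (0.2 uM) preincubated 10 min at ambient with compound, then OMFP substrate added at 50 uM; 10 min reaction in 50 mM HEPES pH 7.5, 50 mM NaCl, 5 uM MgCl2, 0.05% BSA, 1 mM DTT. Fluorescence read at Ex 485/Em 525 nm.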
AT treatment: potential ataxia-telangiectasia treatments restoring KAP-1 phosphorylation; […] A-T fibroblasts, KAP-1 phosphorylation AlphaLISA; neocarzinostatin DNA damage 30 min before lysis; Potency, µM (highest dose often 57.5 µM), without a hit: at the highest dose activation, hits mostly activators; actives 0.19% (n = 320,000); AID 485349; note: potency is the fitted concentration of half-maximal effect; % of control where 0% means no effect; nearly all actives have a fitted effect of over 45% in size
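hTERT-immortalized A-T patient fibroblasts ([…]), 500 cells/well in OPTI-MEM, 1% FBS, got compounds for 60 min, then NCS for 30 min at 37C. Lysates were then assayed for phospho-KAP-1 by AlphaLISA (anti-pKAP1 donor, anti-KAP1 acceptor beads), 6 hr at 25C.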
PTAP TSG101 blk: blocks PTAP/TSG101 interaction to inhibit HIV-1 budding. Q99816. AID 493005. Potency, µM (series often up to 115 µM), for the others: at the highest dose activity change, negative = inhibition, actives largely listed as inhibitors. Fluorescence polarization, FITC-PTAP peptide / Tsg101 binding. 340,000 tested, under 10 active; active = well fitted inhibition curve with a large enough effect in the main read-out, with a control signal flat, not every such curve was filed as active; inconclusive = small, poorly fitted or top-dose-only effect, or effect the other way, or a change in a side signal; inactive = no such curve, though single readings can be large or run the other way; note: potency is the fitted concentration of half-maximal effect; % of control where 0% means no effect
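FP read-out: FITC-PTAP peptide, 50 nM final, binding Tsg101 binding domain, 10 uM final; 20 min, r.t.; 10 mM HEPES pH 7.5, 0.15 M NaCl, 0.01% Tween 20, 3 mM EDTA, 0.1 mM TCEP.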
Mito fusion yeast: blocks mitochondrial division or promotes mitochondrial fusion. actives 0.23% (n = 320,000). S. cerevisiae fusion-defective mutant growth rescue, CellTiterGlo 48 h. Potency, µM (doses to about 46.1 µM), for inactives: at the highest dose growth rescue (activation), most hits filed as activators;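 note: potency is the fitted concentration of half-maximal effect; % of control where 0% means no effect; nearly all actives have a fitted effect of over 45% in size; temperature-sensitive fusion mutants such as fzo1-1 at 37 °C on non-fermentable ethanol glycerol medium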
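Read-out: ATP-based luminescence (CellTiterGlo, 10 min ambient) reporting growth of fusion-defective ts yeast after 48 hours at 37C on glycerol/ethanol YPEG medium in the presence of compound.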
S-ASM inh: inhibitors of human secretory acid sphingomyelinase; P17405; placental ASM, HMU-PC fluorogenic substrate, 60 min; Potency, µM (top dose mostly 57.5 µM), for inactives: at the top dose activity change, negative = inhibition, most hits filed as inhibitors; actives 0.006% (n = 340,000); note: potency is the fitted concentration of half-maximal effect
Target sequence (P17405 47-631 limits assumed): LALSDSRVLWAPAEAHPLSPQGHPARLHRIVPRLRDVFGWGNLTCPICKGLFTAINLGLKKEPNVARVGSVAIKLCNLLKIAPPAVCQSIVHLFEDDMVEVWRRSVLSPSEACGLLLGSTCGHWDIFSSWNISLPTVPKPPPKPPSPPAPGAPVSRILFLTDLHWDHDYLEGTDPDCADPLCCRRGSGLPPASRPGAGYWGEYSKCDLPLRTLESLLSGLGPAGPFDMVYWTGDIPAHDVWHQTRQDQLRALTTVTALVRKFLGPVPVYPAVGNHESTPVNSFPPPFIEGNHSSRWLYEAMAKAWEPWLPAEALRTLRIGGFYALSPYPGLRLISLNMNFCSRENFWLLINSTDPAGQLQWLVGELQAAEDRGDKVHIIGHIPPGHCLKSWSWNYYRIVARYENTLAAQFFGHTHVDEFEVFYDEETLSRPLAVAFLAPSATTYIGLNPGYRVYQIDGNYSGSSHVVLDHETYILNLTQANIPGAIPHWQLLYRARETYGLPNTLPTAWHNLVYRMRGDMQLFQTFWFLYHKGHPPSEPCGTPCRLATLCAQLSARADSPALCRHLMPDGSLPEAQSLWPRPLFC
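Fluorogenic HMU-PC substrate (9 uM final) is turned over by placental ASM in 60 min at 37 C after a 10 min compound preincubation. Reaction ended by alkaline stop (pH 10), with fluorescence read at 386/447 nm.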
TCR activator: activators of T cell receptors; primary human leukocytes, anti-CD3, IL-2 HTRF, 48 h; Potency, µM (top dose mostly 9.22 µM), for the others: top-dose activation of IL-2 secretion, usual class: activators; 330,000 tested, under 10 active; note: % of control where 0% means no effect
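Primary human leukocytes were stimulated with a-CD3 beads plus compounds for 48 hr without co-stimulation; secreted IL-2 was quantified by HTRF using a-IL-2-K (europium cryptate) and a-IL-2-d2, excited at 320nm with acceptor emission read at 665nm.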
Active calls of the source: *; i = inactive; ? = inconclusive; . = no result given; [ ] = remark or other dose. Unless noted, calls come from the whole dose curve; as a rule, active = well fitted curve in the direction sought with a large enough effect; inconclusive = small, poorly fitted or top-dose-only effect, or another doubt; inactive = no such curve, though single readings can be large; an effect the other way counts as inactive or inconclusive. Compounds as they come, and some 3.2% of all compounds hit somewhere here.

Results follow in this order: Tb PFK inh	a7 integrin act	ELG1 repair inh	Chronic BCR inh	TSHR antag	Eya2 inh	AT treatment	PTAP TSG101 blk	Mito fusion yeast	S-ASM inh	TCR activator
COc1ccc(C2C3=C(CC(C)(C)CC3=O)Nc3c2c(=O)[nH]c(=O)n3Cc2ccccc2)cc1 (stereo not drawn)
    3.4%	-6.3%	1.1%	6.1%	-30.9	11.8%	-1.8%	-6.7%	-4.7%	i	3.6%
O=C(NCCN1CCOCC1)c1cc(-c2ccc(Br)cc2)on1
    -0.9%	14.9%	0.5%	?	7.4	26.5%	-4.9%	.	-2.6%	0.2%	.
O=C(N/N=C/c1ccc(COc2ccc(Br)cc2)o1)c1ccc2c(c1)OCO2
    1.8%	2.4%	?	?	-10.4	10.9%	9.2%	-6.7%	-5.7%	-8.8%	7.1%
CSc1nc2nc(-c3ccc(F)cc3)c(CCN3CCN(C)CC3)cn2n1
    -2.4%	6.3%	10.2%	9.5%	19.0	-8.0%	1.1%	-2.4%	-3.9%	4.4%	2.1%
C/C(=N/O)c1no[n+]([O-])c1/C(C)=N\O
    0.0%	1.1%	0.0%	1.5%	5.0	-4.7%	1.4%	-1.1%	-2.1%	3.3%	6.5%
CCC(=O)N1CCc2cc(S(=O)(=O)N(C)c3ccc(OC)cc3OC)ccc21
    -3.1%	-13.8%	?	1.0%	2.7	-22.9%	26.7%	1.8%	0.9%	-0.1%	0.0%
O=C(NCCN1CCOCC1)c1ccc2ccccc2c1
    9.6%	14.4%	?	1.2%	-3.5	0.8%	1.9%	2.5%	-3.1%	-0.4%	11.5%
CN(C)c1cccc(C(=O)NNC(=O)NC2CCCCC2)c1
    -8.9%	-2.7%	?	-14.5%	-4.6	-4.0%	1.1%	-0.7%	-5.1%	4.8%	-2.8%[46.1 µM]
Cc1ccc(Nc2nnc(SCC(=O)NC(Cc3c[nH]c4ccccc34)C(=O)O)s2)cc1 (stereo not drawn)
    -21.6%	7.4%	17.7%	?	3.1	1.0%	-3.4%	1.8%	0.3%	1.0%	-3.4%
COc1cc(C(=O)N2CCC(C(=O)Nc3cccc(C(C)=O)c3)CC2)cc(OC)c1OC
    -4.0%	11.5%	-13.9%	?	-9.2	26.4%[15.4 µM]	4.3%	-0.4%	0.8%	5.5%	4.2%
Cc1ccccc1NC(=O)CSc1n[nH]c(-c2ccco2)n1
    -3.1%	3.4%	0.6%	-0.3%	-3.7	-26.3%	-3.7%	1.1%	-9.2%	3.8%	-3.0%
O=C(NCCCn1ccnc1)NC(C(F)(F)F)C(F)(F)F
    -8.9%	0.5%	29.5%	3.1%	8.5	2.6%	8.7%	-7.9%	2.8%	5.6%	-1.3%
Cn1c(SCC(=O)NC(C)(C)C)nnc1-c1cnccn1
    5.9%[0.46 µM]	15.3%	24.0%	-1.3%	3.0	5.8%	3.6%	-3.0%	0.6%	4.0%	0.0%
Cc1cc(C)c(N(CC(=O)NCc2ccccc2)C(=O)c2csnn2)c(C)c1
    -0.3%	-9.2%	-6.7%	0.5%	10.5	-0.3%	1.3%	-6.3%	5.1%	-1.4%	-0.1%
CC[C@H](C)[C@H](NC(=O)OCc1ccccc1)C(=O)OCC(=O)Nc1ccc(N2CCOCC2)cc1
    5.6%	-9.7%	-5.1%	2.7%	-5.6	-8.8%	1.3%	-2.1%	6.6%	-0.7%	0.1%
CS(=O)(=O)N(CC(=O)Nc1ccc(F)cc1F)c1cccc([N+](=O)[O-])c1
    -0.9%	5.4%	1.3%	-0.5%	1.7	16.0%	6.2%	-5.4%	1.6%	1.8%	-6.8%
CCC1CCC2(CC1)NC(=O)N(CC(=O)Nc1cc(C)on1)C2=O (stereo not drawn)
    3.3%	-8.1%	-5.0%	3.3%	-0.8	4.1%	-4.1%	-1.9%	-5.7%	0.7%	-4.0%[46.1 µM]
CCOC(=O)CC(=O)Nc1ccsc1C(N)=O
    3.9%	4.5%	5.3%	0.1%	0.0	-9.7%	0.0%	-3.9%	0.2%	2.9%	13.4%
Cc1ccc(N2C(=O)c3ccccc3C2Nc2ccc(S(=O)(=O)N3CCOCC3)cc2)nc1 (stereo not drawn)
    2.1%	-14.1%	4.2%	1.2%	1.4	-6.2%	6.8%	-4.3%	-0.1%	-2.9%	-5.0%
CCc1ccc(NC(=O)CSc2nc(=O)n(CCN(C)C)c3c2CCCC3)cc1
    -3.4%	-32.6%	6.5%	0.5%	-4.4	-25.7%	1.5%	-2.9%	1.7%	-2.4%	2.6%
Cc1cc(=O)c(C(=O)O)nn1-c1cccc(C(F)(F)F)c1
    -0.4%	-29.8%	6.0%	-3.1%	0.7	2.6%	4.2%	-0.7%	-2.7%	-3.3%	3.0%
O=C(CCC1CCN(C(=O)c2ccccc2Cl)CC1)NCc1ccc(F)cc1
    -0.6%	-1.1%	-12.8%	-0.8%	-9.6	-2.7%	-1.0%	0.5%	-1.0%	0.4%	-4.0%
CCC1CN(C(=O)N2CCC(C(=O)NCc3cc(OC)c(OC)c(OC)c3)CC2)c2ccccc2O1 (stereo not drawn)
    -0.3%	20.5%	-21.0%	2.1%	-3.6	-7.9%	0.4%	0.0%	1.1%	4.4%	1.7%
CCn1c(SCC(=O)N2CCOCC2)nc2ccccc21
    -22.5%	-4.6%	8.6%	-22.6%	18.0	-5.9%	3.3%	-8.2%	-6.2%	0.5%	1.6%
CCc1ccc2[nH]c(C)c(CN3CCCCCC3)c(=O)c2c1
    -5.4%	-14.2%	2.7%	1.6%	6.5	2.9%	0.0%	-9.3%	-10.7%	-1.0%	-2.8%
CCOc1ccc(NC(=O)CN(C)CC(=O)Nc2cccc(Cl)c2C)cc1OCC
    -0.5%	-25.6%	?	-1.2%	-3.8	2.4%	-1.4%	-3.2%	-3.5%	-1.9%	-3.0%
N#CCCn1cc(/C=N/O)c(-c2ccccc2)n1
    0.1%	6.7%	23.1µM*	?	20.4	1.9%	.	-1.1%	0.4%	4.4%	-5.7%
O=C(CSc1nnnn1C1CCCC1)NCCc1ccccc1
    -0.2%	4.0%	?	?	6.6	7.0%	-4.2%	-9.2%	-1.0%	3.8%	-4.2%

Shown with each value named: part of the list above.
> CCc1ccc(NC(=O)CSc2nc(=O)n(CCN(C)C)c3c2CCCC3)cc1
  Tb PFK inh = -3.4% | a7 integrin act = -32.6% | ELG1 repair inh = 6.5% | Chronic BCR inh = 0.5% | TSHR antag = -4.4 | Eya2 inh = -25.7% | AT treatment = 1.5% | PTAP TSG101 blk = -2.9% | Mito fusion yeast = 1.7% | S-ASM inh = -2.4% | TCR activator = 2.6%

> Cc1cc(=O)c(C(=O)O)nn1-c1cccc(C(F)(F)F)c1
  Tb PFK inh = -0.4% | a7 integrin act = -29.8% | ELG1 repair inh = 6.0% | Chronic BCR inh = -3.1% | TSHR antag = 0.7 | Eya2 inh = 2.6% | AT treatment = 4.2% | PTAP TSG101 blk = -0.7% | Mito fusion yeast = -2.7% | S-ASM inh = -3.3% | TCR activator = 3.0%

Reprinted at random: 2 compounds from above, in no set order.
Results follow in this order: Tb PFK inh	a7 integrin act	ELG1 repair inh	Chronic BCR inh	TSHR antag	Eya2 inh	AT treatment	PTAP TSG101 blk	Mito fusion yeast	S-ASM inh	TCR activator
O=C(CSc1nnnn1C1CCCC1)NCCc1ccccc1
    -0.2%	4.0%	?	?	6.6	7.0%	-4.2%	-9.2%	-1.0%	3.8%	-4.2%
O=C(CCC1CCN(C(=O)c2ccccc2Cl)CC1)NCc1ccc(F)cc1
    -0.6%	-1.1%	-12.8%	-0.8%	-9.6	-2.7%	-1.0%	0.5%	-1.0%	0.4%	-4.0%

Screening data as filed in PubChem.
